# Compound activity from PubChem.
# BLM helicase inh: Bloom syndrome helicase (human) inhibition. P54132. recombinant BLM DNA unwinding, fluorescence dequenching. Potency, µM (titrated, usually from 56.1 µM), inactives show at the top dose activity change, negative = inhibition, most hits filed as inhibitors. 350,000 tested, 0.2% active. AID 2528;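 note: plate controls were vehicle for no effect and no enzyme for full effect; nearly all actives have a fitted effect of over 35% in size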
# POLB inh: inhibitors of human DNA polymerase beta; P06746; Pol beta primer extension/strand displacement, fluorescence kinetic; Potency, µM (highest dose often 114 µM), inactives show top-dose activity change, negative = inhibition, actives largely listed as inhibitors; 340,000 tested, 1.3% active; AID 485314; note: % is set by controls: 0 for no effect and ±100 for the full control effect
#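 Reaction started by 50 nM substrate onto compound-treated Pol beta (10 nM, 15 min preincubation, room temperature); plates read at 0 min and 10 min. Normalized concentration-effect data fitted by four-parameter Hill equation.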
# POLK inh: inhibitors of human DNA polymerase kappa; purified Pol kappa, fluorescent DNA synthesis assay, 10 min; AID 588579; 400,000 tested, 0.53% active; Q9UBT6; Potency, µM (highest dose often 107 µM), without a hit: top-dose activity, negative = inhibition, actives largely listed as inhibitors; note: % is set by controls: 0 for no effect and ±100 for the full control effect
#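 50 nM final substrate added after 15 min RT preincubation of 10 nM Pol kappa with compound; fluorescence read at 0 and 10 min.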
# JMJD2A Tudor inh: JMJD2A Tudor domain (human) inhibition; Potency, µM (doses to about 114 µM), inactives show top-dose activity change, negative = inhibition, hits mostly inhibitors; AlphaScreen JMJD2A-Tudor / H3K4me3 peptide binding; O75164; 390,000 tested, 4.4% active; note: % is set by controls: 0 for no effect and ±100 for the full control effect; nearly all actives have a fitted effect of over 50% in size
# Target sequence (O75164 whole entry, looked up, the tested form may be a part): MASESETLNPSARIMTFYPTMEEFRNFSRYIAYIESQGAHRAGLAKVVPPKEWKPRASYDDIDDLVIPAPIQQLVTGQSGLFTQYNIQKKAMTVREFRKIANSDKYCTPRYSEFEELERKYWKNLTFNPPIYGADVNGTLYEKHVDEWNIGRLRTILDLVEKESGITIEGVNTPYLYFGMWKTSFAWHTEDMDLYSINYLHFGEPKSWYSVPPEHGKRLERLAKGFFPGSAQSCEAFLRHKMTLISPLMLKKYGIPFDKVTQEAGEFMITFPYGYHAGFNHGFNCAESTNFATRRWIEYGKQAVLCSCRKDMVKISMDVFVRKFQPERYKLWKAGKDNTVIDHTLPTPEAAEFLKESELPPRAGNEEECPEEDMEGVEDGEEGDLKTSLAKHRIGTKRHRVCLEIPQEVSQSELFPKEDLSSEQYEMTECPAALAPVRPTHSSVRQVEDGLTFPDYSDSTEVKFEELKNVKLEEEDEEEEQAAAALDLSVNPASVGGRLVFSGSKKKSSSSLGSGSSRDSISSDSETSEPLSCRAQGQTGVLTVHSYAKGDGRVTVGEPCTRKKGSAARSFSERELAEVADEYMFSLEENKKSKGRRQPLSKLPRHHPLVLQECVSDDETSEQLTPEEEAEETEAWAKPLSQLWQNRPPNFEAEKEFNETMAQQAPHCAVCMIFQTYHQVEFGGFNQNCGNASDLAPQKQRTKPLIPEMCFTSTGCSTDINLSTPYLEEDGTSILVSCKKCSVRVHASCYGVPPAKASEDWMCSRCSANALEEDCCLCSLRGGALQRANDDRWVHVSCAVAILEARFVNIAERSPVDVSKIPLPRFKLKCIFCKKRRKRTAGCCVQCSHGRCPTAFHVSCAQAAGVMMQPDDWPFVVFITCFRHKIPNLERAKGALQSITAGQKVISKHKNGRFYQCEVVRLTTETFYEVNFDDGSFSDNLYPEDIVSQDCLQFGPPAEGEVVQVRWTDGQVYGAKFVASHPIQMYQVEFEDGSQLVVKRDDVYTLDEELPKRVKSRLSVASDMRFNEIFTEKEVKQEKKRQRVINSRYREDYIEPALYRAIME
# POLI inh: DNA polymerase iota (human) inhibition. Q9UNA4. Pol iota fluorescent replication assay, 10 min. Potency, µM (titrated, usually from 115 µM), for inactives: top-dose activity, negative = inhibition, usual class: inhibitors. 390,000 tested, 1% active
#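 Pol iota at 10 nM preincubated 15 min with compounds at room temperature; reaction started with fluorescent substrate, 50 nM final. Fluorescence read kinetically at 0 and 10 min; buffer-only wells as negative control.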
# BAZ2B inh: BAZ2B (human) inhibition. AlphaScreen BAZ2B-H3K14Ac peptide displacement. Potency, µM (top dose mostly 114 µM), without a hit: top-dose activity change, negative = inhibition, most hits filed as inhibitors. 360,000 tested, 4.4% active. AID 504333; note: % is set by controls: 0 for no effect and ±100 for the full control effect; nearly all actives have a fitted effect of over 60% in size
#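 Multi-concentration screen (max 110 uM) measuring displacement of acetylated histone H3 peptide from BAZ2B by AlphaScreen, using 50 nM protein, 50 nM peptide and 10 ug/mL streptavidin donor plus Ni-chelate acceptor beads.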
# G9a block: blocks human histone lysine methyltransferase G9a; AID 504332; 350,000 tested, 8.8% active; G9a H3K9 monomethylation, AlphaScreen, 2 h; Potency, µM (top dose mostly 102 µM), without a hit: at the top dose activity, negative = inhibition, most hits filed as inhibitors; note: % is set by controls: 0 for no effect and ±100 for the full control effect; nearly all actives have a fitted effect of over 75% in size
#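 Compounds were preincubated with 20 nM G9a for 15 min, after which biotinylated H3K9 peptide (500 nM) and SAM (20 uM) started a 2 h room-temperature reaction. Monomethylated product was quantified by antibody-based AlphaScreen chemiluminescence.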
# POLH inh: inhibitors of human DNA polymerase eta. AID 588591. Q9Y253. recombinant Pol eta, fluorescent DNA replication assay. 390,000 tested, 1.2% active. Potency, µM (doses to about 114 µM), inactives show top-dose activity change, negative = inhibition, actives largely listed as inhibitors; note: % is set by controls: 0 for no effect and ±100 for the full control effect
#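 Pol eta at 10 nM preincubated with compounds 15 min at room temperature; reaction started with fluorescent substrate (50 nM final) and read kinetically at 0 and 10 min.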
# APE1 inh: blocks human APE1 abasic DNA cleavage. P27695. 350,000 tested, 0.35% active. Potency, µM (titrated, usually from 65.8 µM), inactives show top-dose activity change, negative = inhibition, most hits filed as inhibitors. recombinant APE1, TAMRA/BHQ-2 abasic DNA cleavage fluorescence;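 note: plate controls were vehicle for no effect and reference inhibitor for full effect; nearly all actives have a fitted effect of over 55% in size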
#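 Quantitative HTS: incision of a TAMRA/BHQ-2 double-stranded substrate bearing a tetrahydrofuran abasic site by 0.75 nM APE1 raises fluorescence. Substrate 50 nM final, added after 15 min compound preincubation at room temperature; progress as third-minus-first kinetic read difference.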
# * marks the source's active call; other numbers are inactive results; ? = inconclusive; . = no result given; [ ] = dose if it differs, or a comment. Calls come from the whole dose curve; as a rule, active = well fitted curve in the direction sought with a large enough effect; inconclusive = small, poorly fitted or top-dose-only effect, or another doubt; inactive = no such curve, though single readings can be large; an effect the other way counts as inactive or inconclusive. Potency is the fitted concentration of half-maximal effect.
SMILES,BLM helicase inh,POLB inh,POLK inh,JMJD2A Tudor inh,POLI inh,BAZ2B inh,G9a block,POLH inh,APE1 inh
Cc1nc(C)c(C(=O)C2=C(O)C(=O)N(CCN3CCOCC3)C2c2cccs2)s1 (stereo not given),-1%,33%,-11%,?,?,-32%,?,-2%,24%
CCOc1ccc(-c2cc(C(F)(F)F)c(C#N)c(SCC(=O)Nc3ccccc3)n2)cc1,0%,-4%,-20%,14%,-26%,14%,19%[59 µM],-22%,.
COc1ccccc1C(=O)NCC(=O)NNC(=O)C1COc2ccccc2O1 (stereo not given),.,.,-1%,-10%,10%,-6%,15%[0.501 µM],1%,-18%
Cc1ccccc1OCCNC(=O)/C=C/c1ccccc1,-7%,9%,-1%,-4%,10%,1%,21%,-9%,-5%
Cc1ccc(Nc2c(F)c(F)c(F)c(F)c2C(=O)O)c(C)c1,-4%,1%,-9%,-7%,14%,-18%,-4%,-4%,5%
CC(C)c1nc(NCC2CCCO2)c(C#N)c2c1COC(C)(C)C2 (stereo not given),-5%,-15%,-3%,-13%,5%,8%,12%[59 µM],-8%,-6%
O=C(CSc1ccccn1)Nc1cccc(S(=O)(=O)N2CCCC2)c1,.,.,-16%,-1%,4%,14%,-11%[59 µM],-13%,-6%
O=C1C=C(c2ccccc2)OC(c2ccccc2)O1 (stereo not given),-22%,11µM*,-20%,14%,116%[activator],50µM*,?,-24%,-4%
O=C(CSc1nnc(CNC(=O)c2c(F)cccc2Cl)o1)Nc1ccc2c(c1)OCO2,-4%,39%,-2%,-11%,?,-19%,-10%[12.7 µM],-10%,-1%
CCc1nn(-c2ccccc2)c(N)c1-c1ccc(OC)c(OC)c1,-4%,3%,-13%,-25%,8%,-38%,-1%[12.7 µM],-9%,8%
CC(=O)c1c(C(C)=O)c(C)n(-c2nc(-c3cccs3)c(C)s2)c1C,-2%,-9%,-3%,-7%,9%,4%,7%[12.7 µM],-1%,8%
COc1cc2c(C(=O)N3CCN(C)CC3)c(C)n(-c3ccccc3)c2cc1Br,-3%,8%,-3%,12%,21%,?,-15%,-14%,4%
CC(C)Cc1ccc(C(C)C(=N)N)cc1 (stereo not given),-9%,-3%,4%,-26%,26%,-2%,.,-18%,4%
O=C(Nc1ccc(Cl)cc1C(F)(F)F)c1ccccc1,4%,-20%,13%,-7%,25%,-2%,22%[59 µM],0%,-1%
CCOc1ccc(NC(=O)CSc2oc(-c3ccco3)nc2S(=O)(=O)c2ccc(Cl)cc2)cc1,-9%,?,1%,-25%,10%,?,-34%[59 µM],?,.
NC(=O)CC(NC(=O)Cc1ccc(Br)cc1)c1ccc(NCCN2CCCC2)c([N+](=O)[O-])c1 (stereo not given),2%,-2%,-6%,-14%,3%,-5%,.,-2%,16%
Cc1cccc(NC(=S)N(Cc2ccco2)C(C)c2cccs2)c1 (stereo not given),-8%,9%,-4%,-18%,-8%,-6%,29%[59 µM],-13%,13%
Cc1ccc(C(=O)OCC(=O)NCc2ccc(Cl)cc2Cl)o1,.,.,-8%,-5%,-5%,2%,-26%[12.7 µM],-19%,-25%
Nc1nonc1-c1nc2ccccc2n1Cc1ccc(F)cc1,-7%,-20%,-18%,2%,11%,-25%,19%[59 µM],-21%,0%
Fc1cnc(Cl)nc1N1CCN(c2ccccc2)CC1,0%,27%,6%,0%,46%[activator],1%,.,-15%,16%
C=CCN1C(=NC(=O)CC)SC2CS(=O)(=O)CC21 (stereo not given),0%,5%,14%,-5%,3%,5%,.,-3%,-2%
COc1ccc(CNC(=O)C2CCCN(S(=O)(=O)c3ccc4c(ccn4C)c3)C2)c(OC)c1 (stereo not given),-1%,-2%,-4%[60.1 µM],-20%,19%,-12%,8%[59 µM],-23%,.
Cc1ccc(Oc2ccc(NC(=O)Cn3ccsc3=N)cc2)cc1,2%,3%,-4%,-33%,23%,-39%,-28%[59 µM],-26%,-2%
O=C(Nc1ccc2nc(-c3ccccn3)[nH]c2c1)C1CCCCC1,-8%,-22%,-4%,-5%[57.1 µM],31%[activator],4%,6%,-13%,-3%
COc1ccc(C(=O)NNC(=O)c2cc3cc([N+](=O)[O-])ccc3oc2=O)cc1OC,0%,25%,1%,0%,29%,4%,6%,0%,1%

# Some entries already given with just POLK inh, BAZ2B inh and JMJD2A Tudor inh.
smiles | POLK inh | BAZ2B inh | JMJD2A Tudor inh
COc1ccccc1C(=O)NCC(=O)NNC(=O)C1COc2ccccc2O1 (stereo not given) | -1% | -6% | -10%
Cc1ccccc1OCCNC(=O)/C=C/c1ccccc1 | -1% | 1% | -4%

# Next section.
SMILES,BLM helicase inh,POLB inh,POLK inh,JMJD2A Tudor inh,POLI inh,BAZ2B inh,G9a block,POLH inh,APE1 inh
Cc1ccccc1NC(=O)C1CCCN(c2nnc(N3CCCC3=O)s2)C1 (stereo not given),0%,?,8%,-21%,-9%,3%,29%,2%,34%
COc1ccc(NC(=O)c2nnn(Cc3nc(-c4cc(Br)ccc4OC)oc3C)c2C)cc1,-10%,-1%,-5%,-6%,5%,1%,-28%[59 µM],-2%,.
Cc1c(C)c2ccc(OCC(=O)N3CCC(C(=O)O)CC3)c(C)c2oc1=O,1%,7%,-2%,-21%,17%,?,-8%,-19%,22%
CCOc1ccc(CCNC(=O)COC(=O)CCC(=O)c2cccs2)cc1OCC,-1%,-4%,-12%,-18%,8%,-13%,21%[0.501 µM],-11%,-13%
CN1CCN(c2ncnc3c2c(-c2ccccc2)cn3-c2ccc(F)cc2)CC1,-5%,30%,-3%,?,44%[activator],?,45µM*,-19%,2%
COc1cc2c(cc1NC(=S)Nc1cccc(C)c1)oc1ccccc12,-7%,0%,-15%,-33%,-10%,?,2%[59 µM],-6%,-3%
Cc1ccc(C(=O)Nc2ncccc2C)o1,.,.,-5%,-10%,13%,.,.,1%,.
CCCCC(=O)N1CCc2cc(OC)c(OC)cc2C1COc1ccc(OC)cc1 (stereo not given),-4%,28%,-6%[60.1 µM],-26%,38%[activator],?,-6%[59 µM],-8%,.
COc1ccc(Nc2c3c(nc4ccc(NC(=O)/C=C/c5cccc(OC)c5OC)cc24)CCCC3)cc1OC,0%,?,13µM*,14µM*,?,10µM*,11µM*,-7%,.
CCC(=O)NC(=S)Nc1ccc(N2CCN(C(=O)c3ccc(Cl)cc3)CC2)cc1,2%,-17%,8%,-5%,5%,-31%,.,-16%,3%
CCCCNC(=S)N1CCN(c2ccc(C(C)=O)cc2)CC1,-3%,-11%,-14%,-6%,-18%,-19%,31%[12.7 µM],3%,5%
CCCCOc1ccc(NC(=S)Nc2cc(C)nc(SCCCC)n2)cc1,-1%,30%,-1%,1%,3%,-4%,9%[59 µM],-16%,2%
COc1ccccc1NC(=O)c1ccc(Br)o1,-10%,6%,5%,2%,0%,10%,7%[12.7 µM],-15%,15%
Cc1cc(N2CCOCC2)nc2ccc(Cl)cc12,2%,23%,-19%,25%,56%[activator],-4%,?,-20%,42%[activator]
COc1ccc(/C(=C\Nc2ccc(C)c(C)c2)C(C)=O)cc1OC,-5%,64%,0%,?,54%[activator],-28%,?,-10%,-3%
CCC(=O)N1CCc2cc(S(=O)(=O)N3CCN(c4cc(C)ccc4C)CC3)ccc21,0%,4%,7%,-10%,-5%,-6%,5%,-16%,45%
COc1cccc(CNC(=O)CCc2c(C)nn(-c3ccc(N4CCOCC4)nn3)c2C)c1,1%,-19%,-24%,2%,-1%,-32%,7%[59 µM],0%,.
CN(C)S(=O)(=O)c1ccc(Cl)c(C(=O)OCC(=O)NC(=O)c2cccn2C)c1,-15%,27%,-8%,-24%,38%,-37%,9%[59 µM],-14%,18%
Cc1ccc(OCCn2nnc3ccccc32)cc1C,-3%,31%,-8%,18%,73%[activator],6%,.,-19%,-17%
COc1ccc(C2Nc3ccccc3-c3cc(C)nn32)c(OC)c1 (stereo not given),-2%,?,-5%[60.1 µM],-10%,-13%,-18%,-3%[59 µM],-24%,.
Cc1ccc(-c2csc(NC(=S)NC(=O)c3ccco3)n2)cc1,-1%,79%,0%,-26%,-13%,-3%,-10%[59 µM],-13%,-1%
COc1cc(/C=N/N(C)c2ccccc2)ccc1O,-9%,22%,-3%,56µM*,2%,45µM*,14µM*,0%,-2%
COc1cccc(-c2c(NC(C)=O)n(C)c3ccccc3c2=O)c1,-1%,3%,-7%[60.1 µM],-13%,27%,?,0%,-5%,25%
Cn1cccc1C(=O)C(=O)Nc1ccccc1C(F)(F)F,-7%,-7%,-2%,-1%,-4%,-25%,?,-4%,-6%
Cc1cc(C)nc(N/N=C/c2ccccc2OCc2ccc([N+](=O)[O-])cc2)n1,0%,-19%,-13%,-24%,106%[activator],-7%,5%,3%,-1%
Cc1ccc(Cl)cc1Nc1nc(-c2sc(NC(=O)c3ccco3)nc2C)cs1,-5%,?,7%,?,?,?,?,-9%,?
CC1Sc2ccc(S(=O)(=O)N3CCC(C(=O)NCc4ccco4)CC3)cc2NC1=O (stereo not given),1%,53%,-12%,-21%,-17%,-13%,2%[0.0925 µM],3%,-19%
C/C(CC(=O)Nc1ccc2ccccc2c1)=N\NC(=O)c1cnccn1,0%,3%,-15%,-15%,4%,1%,?,-8%,8%
COc1ccccc1NC(=O)c1cn(C)c(=O)c2cc(OC)c(OC)cc12,-9%,11%,-5%,-9%,34%[activator],4%,3%[12.7 µM],4%,-9%

# Given with two lines to a compound: part of the list above.
# Each structure is followed by: BLM helicase inh | POLB inh | POLK inh | JMJD2A Tudor inh | POLI inh | BAZ2B inh | G9a block | POLH inh | APE1 inh
- COc1ccccc1NC(=O)c1ccc(Br)o1
→ -10% | 6% | 5% | 2% | 0% | 10% | 7%[12.7 µM] | -15% | 15%
- Cc1cc(N2CCOCC2)nc2ccc(Cl)cc12
→ 2% | 23% | -19% | 25% | 56%[activator] | -4% | ? | -20% | 42%[activator]
- COc1ccc(/C(=C\Nc2ccc(C)c(C)c2)C(C)=O)cc1OC
→ -5% | 64% | 0% | ? | 54%[activator] | -28% | ? | -10% | -3%
- CCC(=O)N1CCc2cc(S(=O)(=O)N3CCN(c4cc(C)ccc4C)CC3)ccc21
→ 0% | 4% | 7% | -10% | -5% | -6% | 5% | -16% | 45%

# Entries listed above that bear a hit mark in POLK inh:
SMILES	BLM helicase inh	POLK inh	JMJD2A Tudor inh	POLI inh	BAZ2B inh	G9a block	POLH inh	APE1 inh
COc1ccc(Nc2c3c(nc4ccc(NC(=O)/C=C/c5cccc(OC)c5OC)cc24)CCCC3)cc1OC	0%	13µM*	14µM*	?	10µM*	11µM*	-7%	.

# This is a subset (hit frequency here may not be typical).
